DENV2 CPE rescue: inhibitors of DENV2 cytopathic effect, primary screen, cell-based, plate reader, single concentration. 1.7% of 350,000 active. AID 651640, 2012. CPE inhibition, % at 9.99 µM. DENV2-infected cells, cytopathic effect rescue; in the data active means CPE inhibition above about 20%, passing the limit was not always enough; tested in BHK-21 cells;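 further: 0% = median of neutral control wells and 100% = median of positive control wells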
F508del corr: F508del CFTR correction, initial screen, CFBE line, single point; 0.36% of 350,000 active; CFBE cells, YFP halide quenching; stimulated with forskolin plus potentiator P3; % fluorescence drop versus neutral controls; AID 720511, 2013; activity (quench increase), % at 7.58 µM;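 active means mean added fluorescence quench of at least 8% versus neutral control, with both replicates also reaching 8%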;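 further: cells transiently co-express mutant CFTR-F508del with the halide-sensitive YFP; corrector assay measuring rescue of mutant channel to the surface after 24 h compound exposure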
E-sel inducer: E-selectin induction in HUVECs, primary screen, imaging, HUVEC, immunofluorescence imaging, single point; activation, % at 7.58 µM; normalized: neutral wells 0, TNF-alpha wells 100; P16581; 0.37% of 260,000 active;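 active means mean E-selectin-positive cell signal at least 10% of the positive control, reached in at least 60% of replicates, without over 20% cell loss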;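 further: in these data hits start at about 27%; measured in HUVEC primary endothelial cells; signal is the percent of cells scored E-selectin positive by PE staining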
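System: HUVEC / Compound: single concentration / Signal: immunofluorescence imaging / Read-out: percent E-selectin-positive cells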
CASP6 VEID inh: human caspase-6 inhibitors, primary screen, biochemical, VEID-R110 fluorescence, single point, set 2. purified caspase-6, Z-VEID-R110 cleavage fluorescence. inhibition, % at 12.5 µM. 0.53% of 350,000 active;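 active means mean inhibition across replicates at least about 35%, with every replicate also reaching that limit, limit read from the data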;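 further: 0% = median of neutral control wells and 100% = no fluorescence left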
Target sequence (P55212 24-179 limits assumed): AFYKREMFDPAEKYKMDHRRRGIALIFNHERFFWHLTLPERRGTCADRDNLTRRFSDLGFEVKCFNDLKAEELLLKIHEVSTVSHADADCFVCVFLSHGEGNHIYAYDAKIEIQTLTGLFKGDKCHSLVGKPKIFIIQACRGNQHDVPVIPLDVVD
Target sequence (P55212 194-293 limits assumed): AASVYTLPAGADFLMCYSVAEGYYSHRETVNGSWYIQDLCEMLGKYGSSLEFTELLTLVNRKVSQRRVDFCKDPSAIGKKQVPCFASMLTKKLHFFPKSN
GSIS activator: GLuc luminescence reporter in INS-1E cells, primary screen for activators of glucose-dependent secretion of insulin | activation, % at 16.6 µM | 0.61% of 370,000 active | INS-1E GLuc reporter insulin secretion, 2-3 h | AID 743287, 2014;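 active means lowest replicate activation of at least 40%, so every replicate reaches that level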;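 further: 0% = median of neutral control wells and 100% = median of IBMX positive control wells; some compounds called inactive have numbers as strong as hits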
RAD54 inh: inhibitors of human RAD54 branch migration, primary screen, biochemical, fluorescence, single point. DNA repair and recombination protein RAD54-like (Homo sapiens), Q92698. RAD54 Holliday junction branch migration, FAM/BHQ fluorescence. inhibition, % at 10.4 µM. 0.14% of 360,000 active;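 active means mean normalized replicate activity at least 40 and at least half of replicates scoring 40 or more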;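 further: 0% = median of neutral control wells and 100% = median of positive control wells; inhibitors cause a drop in the FAM fluorescence signal; in these data hits start at about 50%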
Xi reactivation: activators of inactive X chromosome reactivation, primary screen, imaging, XiGFP fibroblasts, GFP high-content imaging, set 2; XiGFP mouse fibroblasts, % GFP-positive cells imaging, 3 d; cells co-treated with 5-aza-dC sensitizer; scaled so ellipticine positive control = 100%; AID 743238, 2013; activation, % at 7.58 µM; 0.055% of 360,000 active;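 active means mean normalized replicate activation at least 10% and every replicate at or above 10%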;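 further: 0% = median of on-plate neutral control wells and 100% = ellipticine 6 µM median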
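material = 68-5-11 XiGFP fibroblast line | medium = DMEM plus 5-aza-dC sensitizer | schedule = 3 days compound exposure | benchmarks = positive control ellipticine, 6 µM final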
RAD52 anneal inh: RAD52 DNA annealing inhibitors, primary screen, biochemical, FRET, single point, set 2; recombinant RAD52 DNA annealing, FRET fluorescence; inhibition, % at 18.7 µM; 0.46% of 360,000 active; AID 651710, 2012;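 active means every replicate showing at least 50% inhibition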
Target sequence (P43351 whole entry, looked up): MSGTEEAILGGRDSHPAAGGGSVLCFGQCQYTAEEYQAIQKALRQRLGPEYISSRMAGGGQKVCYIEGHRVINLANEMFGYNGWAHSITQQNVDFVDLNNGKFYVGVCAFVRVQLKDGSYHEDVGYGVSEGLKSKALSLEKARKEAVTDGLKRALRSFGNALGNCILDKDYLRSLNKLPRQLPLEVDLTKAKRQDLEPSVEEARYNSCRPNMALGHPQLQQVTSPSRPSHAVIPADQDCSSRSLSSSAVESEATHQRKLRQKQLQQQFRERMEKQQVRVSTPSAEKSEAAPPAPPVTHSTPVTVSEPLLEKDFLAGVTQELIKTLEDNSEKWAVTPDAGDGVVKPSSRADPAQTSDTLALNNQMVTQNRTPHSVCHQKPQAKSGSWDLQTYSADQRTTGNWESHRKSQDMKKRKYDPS
Numbers without * were called inactive; nt = no result given.

Fields: DENV2 CPE rescue	F508del corr	E-sel inducer	CASP6 VEID inh	GSIS activator	RAD54 inh	Xi reactivation	RAD52 anneal inh
1) CCOc1cc(/C=C2/NC(=O)N(CC(=O)Nc3cccc(C)c3)C2=O)ccc1OCC(N)=O
 : -3.5	1.9	nt	0.5	13.0	nt	0.1	-52.3
2) CN(C)N1C(N)=C(C#N)C(c2ccccc2Cl)C2=C1CCCC2=O (centres undefined)
 : 0.1	-3.7	nt	3.5	35.6	-1.7	0.0	-14.5
3) CC(C)NC(=O)N(C)C[C@@H]1Oc2c(NC(=O)Nc3ccc(F)cc3)cccc2C(=O)N([C@H](C)CO)C[C@H]1C
 : -1.7	-0.9	0.4	0.2	17.2	0.5	-1.1	-6.5
4) NC(=O)C1CCN(C(=O)Cc2ccc(-c3ccccc3)cc2)CC1
 : 7.7	0.6	0.1	2.1	-3.9	6.3	0.0	-12.4
5) COc1ccc(CN(C)Cc2cc(=O)n3ccsc3n2)c(OC)c1OC
 : 1.7	-1.0	0.7	1.5	-5.1	0.2	0.0	-5.2
6) Cc1ccnc(NC(=O)c2ccc(COc3c(F)c(F)cc(F)c3F)o2)c1
 : -2.9	-0.4	nt	-1.8	3.3	-0.1	0.0	-1.4
7) CN(C)c1cccc2c1c(NC(=O)c1ccc(Cl)cc1)nn2C
 : 6.7	-0.5	20.5	-0.1	0.7	-8.9	0.0	-6.4
8) C[C@H]1CN([C@@H](C)CO)S(=O)(=O)c2ccc(-c3cccc(C#N)c3)cc2O[C@H]1CN(C)C(=O)Nc1cc(F)ccc1F
 : 0.6	2.0	0.3	0.7	-13.3	2.6	-1.1	20.7
9) CO[C@@H]1CN(C)C(=O)c2ccc(NS(=O)(=O)c3ccc(C)cc3)cc2OC[C@H](C)N(Cc2nccs2)C[C@@H]1C
 : -1.4	-3.4	-0.4	-0.1	-14.5	-6.3	-0.1	11.5
10) COC(=O)c1cc(NC(=O)c2cc(-c3ccc(Cl)cc3)oc2C(F)(F)F)ccc1N1CCOCC1
 : -11.6	0.2	0.2	-2.0	-7.0	-2.6	3.8	-35.2
11) O=C(Nc1ccccc1F)C1CCN(S(=O)(=O)c2cccnc2)CC1
 : 2.5	-0.5	nt	0.2	nt	11.3	-0.1	-0.4
12) O=C(CN1CCN(c2ccc(O)cc2)CC1)Nc1ccc2c(c1)OCCCO2
 : 9.7	3.3	3.5	-0.6	-5.6	6.4	0.1	-1.5
13) COc1ccc(NC(=O)CN(C)C(=O)c2ccc(NS(=O)(=O)c3ccc4[nH]c(=O)[nH]c4c3)cc2)cc1
 : -1.0	-0.7	nt	4.6	0.0	-4.1	0.2	-4.7
14) CC(C)(C)Nc1nc(Cl)nc(Nc2ccccc2)n1
 : -3.3	0.7	nt	0.8	19.9	4.7	0.0	0.5
15) Cc1ccc2oc(-c3cccc(NC(=O)c4ccc(Br)o4)c3C)nc2c1
 : nt	nt	nt	-0.3	-7.1	0.9	nt	-18.8
16) CCOC(=O)c1c(NC(=O)NC(C)(C)C)sc2c1CCN(C)C2
 : -4.7	0.0	0.1	0.6	4.5	13.2	-0.1	-16.0
17) C[C@H]1CN([C@@H](C)CO)C(=O)Cc2cc(NC(=O)CCN3CCOCC3)ccc2O[C@H]1CN(C)Cc1ccc(Cl)c(Cl)c1
 : 3.0	3.1	-10.3	-2.3	7.9	0.6	0.0	1.0
18) COc1ccc(-c2cnc(N)nc2-c2ccc(OCc3ccccc3)cc2O)cc1
 : -0.9	0.9	3.3	-5.1	5.3	1.0	1.1	-24.5
19) O=C(NCCc1ccc(Cl)cc1)c1ccc2c(c1)OCO2
 : -0.1	1.1	0.2	0.9	10.2	6.4	-0.1	-3.2
20) Cc1cccc(-c2nnc(SCC(=O)NC3CCCC3)o2)c1
 : -3.3	1.7	nt	-1.8	18.5	-3.8	0.5	-9.3

Other records follow.
Fields: DENV2 CPE rescue	F508del corr	E-sel inducer	CASP6 VEID inh	GSIS activator	RAD54 inh	Xi reactivation	RAD52 anneal inh
21) C[C@H](CO)N1C[C@H](C)[C@H](CN(C)Cc2cccnc2)Oc2ncc(C#Cc3ccccn3)cc2C1=O
 : -7.7	0.2	-0.4	3.8	11.1	6.1	-0.2	-42.4
22) C[C@@H]1CN([C@H](C)CO)C(=O)c2c(c3ccccc3n2C)-c2ccccc2CO[C@H]1CN(C)S(=O)(=O)c1ccc(C(F)(F)F)cc1
 : -7.8	6.3	-0.7	6.0	6.9	nt	-0.9	10.0
23) COc1cc(C(=O)OCC(=O)Nc2ccc(S(=O)(=O)N3CCCC3)cc2)cc(OC)c1OC
 : -0.4	nt	nt	1.6	nt	6.8	0.2	1.2
24) CCOC(=O)C1CCN(C(=O)c2ccc3c(=O)n4nc(Nc5cc(C)ccc5C)sc4nc3c2)CC1
 : -4.1	2.5	-0.2	-0.9	-17.6	3.8	0.0	-22.6
25) COc1cccc(NC(=O)CN(C)C(=O)CCCc2c[nH]c3ccccc23)c1
 : -3.8	2.6	-0.1	2.3	-13.2	0.1	0.0	-12.6
26) CC(=O)c1cccc(NC(=O)Oc2ccccc2)c1
 : nt	nt	nt	-6.5	1.9	-9.7	nt	-16.1
27) Cn1c(-c2ccccc2)cnc1NCc1cc(Cl)ccc1O
 : 0.4	nt	nt	-7.7	-34.1	19.2	-0.1	-6.7
28) C[C@H]1CN([C@@H](C)CO)C(=O)Cc2cc(N(C)C)ccc2O[C@H]1CN(C)C(=O)Nc1ccc(C(F)(F)F)cc1
 : 0.4	-3.0	-2.7	-0.6	-15.7	4.6	-0.7	-2.5
29) CC(C)S(=O)(=O)c1csc(C(=O)NNC(=O)Nc2ccccc2)c1Cl
 : 4.7	0.5	-0.1	-3.9	13.2	-11.6	-0.1	-15.0
30) C[C@@H]1CN([C@@H](C)CO)S(=O)(=O)c2ccc(-c3cncnc3)cc2O[C@H]1CN(C)Cc1cccnc1
 : -5.6	3.5	0.8	-1.6	15.9	-6.8	-0.7	-4.1
31) COc1cccc(C(=O)Nc2nc(-c3ccccc3)c(-c3ccccc3)o2)c1
 : 1.0	0.8	nt	-1.9	10.2	nt	0.8	-7.8
32) Cc1[nH]n(-c2ccccc2)c(=O)c1C=Nc1ccc2[nH]c(=O)[nH]c2c1
 : nt	nt	-0.2	nt	18.3	3.1	0.0	nt
33) COc1ccc(NC(=O)N(C)C[C@@H]2Oc3ccc(NS(=O)(=O)c4ccccc4)cc3CC(=O)N([C@@H](C)CO)C[C@@H]2C)cc1
 : 6.7	-4.6	-0.1	-2.0	10.7	nt	-0.9	2.5
34) CC(C)[C@H](NC(=O)c1ccco1)C(=O)OCC(=O)Nc1cccc(F)c1
 : -3.4	-1.3	2.8	1.7	-5.2	nt	0.2	-10.4
35) CCOc1ccc(CNCCCSc2ncccn2)cc1
 : -1.4	0.5	nt	-20.3	-4.8	1.3	0.0	-6.3
36) C[C@@H]1CCCCO[C@@H](CN(C)S(=O)(=O)c2cn(C)cn2)[C@H](C)CN([C@@H](C)CO)C(=O)c2cc(NC(=O)CCCN(C)C)ccc2O1
 : -1.4	-3.5	0.1	-0.3	10.9	9.3	0.1	-3.0
37) CCC(=O)N1[C@H](CO)[C@H](c2ccccc2)C12CN(C(=O)c1ccc3c(c1)OCO3)C2
 : -7.4	0.6	0.0	-0.3	3.0	nt	0.1	-14.0
38) S=C(NCCc1ccccc1)N1CCN(Cc2ccc(Cl)c(Cl)c2)CC1
 : 15.0	1.5	nt	-1.1	nt	nt	0.0	-11.3
39) NC(=O)c1ccsc1NC(=O)CN1C(=O)NC2(CCCC2)C1=O
 : 16.1	-1.6	-0.1	4.8	nt	4.6	-0.2	5.2
40) COc1ccc(C(C)C)cc1S(=O)(=O)Nc1cccnc1
 : -2.3	0.2	0.5	2.4	-1.0	2.3	-0.1	-42.9

Next part.
Fields: DENV2 CPE rescue	F508del corr	E-sel inducer	CASP6 VEID inh	GSIS activator	RAD54 inh	Xi reactivation	RAD52 anneal inh
41) CCCC1(C(=O)O)NC(c2ccccc2O)C2C(=O)N(c3cccc(Cl)c3)C(=O)C21 (centres undefined)
 : 1.9	0.9	nt	-0.1	6.4	-7.1	0.2	-3.9
42) COc1cc([N+](=O)[O-])ccc1NC(=O)CCN1C(=O)C2C3CCC(C3)C2C1=O (centres undefined)
 : 2.6	-2.2	nt	2.1	-10.3	-10.1	0.0	-22.5
43) NC(=O)c1ccccc1NCC(=O)c1ccc(Cl)cc1
 : -6.0	0.8	1.0	1.2	3.5	4.7	-0.1	-12.1
44) O=c1[nH][nH]c2c1[C@H](CCc1cccc(Cl)c1)O[C@H](C1CC1)C2
 : -6.8	0.9	0.0	0.8	-29.7	nt	0.2	-4.5
45) COc1cccc(NC(=O)CN(C)C(=O)c2ccc3c(c2)C(=O)N(CCC(C)C)C3=O)c1
 : 7.9	1.0	-0.4	-5.0	-55.2	-4.8	0.0	-6.9
46) O=c1oc(-c2ccccc2NS(=O)(=O)c2ccc(F)cc2)nc2ccccc12
 : 0.8	-2.2	0.1	-2.3	-12.9	2.1	-0.1	-8.3
47) Cc1cccc(NC(=O)c2ccc(CN3CCc4ccccc4C3)cc2)c1C
 : 5.8	0.8	-0.2	3.7	-6.1	nt	0.2	-3.8
48) CCCc1cc(C(=O)NCC(C)C)no1
 : 15.3	1.9	0.0	0.3	12.3	7.7	0.0	-16.4
49) CCOc1cccc2cc(C(=O)NCc3ccc(F)cc3)c(=N)oc12
 : -5.8	0.5	0.2	0.4	4.4	-10.8	0.3	-22.6
50) CC1CC(C)CN(C(=O)COC(=O)c2ccc(N3CCCC3=O)cc2)C1 (centres undefined)
 : -8.3	2.1	-1.1	1.7	-3.3	-11.1	0.0	-3.5
51) C/C=C/CN(C(=O)C#Cc1ccccc1)[C@H](CO[Si](C)(C)C(C)(C)C)c1ccccc1
 : 5.0	3.0	nt	-0.6	nt	nt	nt	5.2
52) C[C@@H]1CN([C@@H](C)CO)C(=O)c2c(c3ccccc3n2C)-c2ccccc2CO[C@H]1CN(C)Cc1cccc(C(=O)Nc2ccccc2N)c1
 : -3.5	2.1	-0.3	1.3	13.2	nt	0.0	34.5

Screening data deposited in PubChem by Broad Institute.
